Source: PubChem (several laboratories)
NPY Y1 blocker = blocks the human neuropeptide Y Y1 receptor; HEK293-CNG Y1 cells, membrane potential fluorescence; NPY at EC95, then isoproterenol; AID 1040; inhibition, % at 3.6 µM; actives 1% (n = 200,000);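 active = inhibition above the campaign mean inhibition of all tested compounds plus 3 SD, cut at about 20% in these data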;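 note: 0% = DMSO wells given NPY plus isoproterenol and 100% = isoproterenol alone without NPY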
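Material: HEK293 Y1/CNG channel cell line; also added: NPY (25 nM), isoproterenol (1 µM), Ro 20-1724 (25 µM); doses: one concentration, 3.6 µM, in 0.4% DMSO; schedule: compound incubation 1 h at room temperature, readout 45 min post-stimulation; technique: membrane potential fluorescence; measure: fluorescence ratio normalized to % inhibition between controls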
Runt-CBFb FRET = Runt domain-CBFb interaction inhibition; Q01196+Q13951; Cerulean-Runt/Venus-CBFb FRET ratio 530/480, 1 h; inhibition, % at 20 µM; actives 0.46% (n = 220,000); AID 1496;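 active = inhibition over about 50% at 20 µM in the single-dose screen, limit read from the data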;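 note: 0% = DMSO wells and 100% = excess unlabeled CBFb competitor control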
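Reagent – Venus-CBFb binding partner, 100 nM · Assay system – Cerulean-tagged RUNX1 Runt domain (FRET donor) fusion protein · Input – 100 nM per protein · Incubation – two 1 h room-temperature incubations shielded from light · Measured by – FRET fluorescence · Medium – Tris buffer pH 7.5 with salts and BSA · Benchmarks – unlabeled CBFb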
RBBP9 inh = inhibitors of human serine hydrolase RBBP9; recombinant RBBP9, FP-Rh probe fluorescence polarization; inhibition, % at 7.94 µM; actives 0.2% (n = 220,000); AID 1515;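 active = inhibition above the campaign mean of all tested compounds plus 3 SD, cut at about 14% in these data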;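 note: plate controls were DMSO wells with RBBP9 for no effect and wells lacking RBBP9 protein for full effect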
Target sequence (O75884 whole entry, looked up): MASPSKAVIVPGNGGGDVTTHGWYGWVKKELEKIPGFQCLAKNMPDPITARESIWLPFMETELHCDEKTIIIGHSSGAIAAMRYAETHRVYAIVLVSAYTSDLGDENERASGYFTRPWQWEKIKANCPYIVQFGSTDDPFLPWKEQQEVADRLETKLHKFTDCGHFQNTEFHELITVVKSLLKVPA
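system = RBBP9 protein | input = RBBP9 at 2.5 µM in dispensed solution, before mixing | measured by = fluorescence polarization (mP), excitation 525 nm, emission 598 nm | incubation = enzyme-compound preincubation 30 min, then probe labeling 45 min, 25 °C | buffer or medium = Tris-NaCl-Pluronic buffer, pH 8.0 | compound = single dose 7.94 µM | also added = FP-Rh probe, 375 nM dispensing solution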
BaF3 parental = reduces parental Ba/F3 cell viability, JAK2V617F counter-screen; inhibition, % at 5.6 µM; CellTiter-Glo ATP luminescence; actives 1.1% (n = 220,000);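 active = inhibition above a per-campaign cutoff, the mean inhibition of all tested compounds plus 3 SD, cut at about 27% in these data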;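 note: 0% = DMSO wells and 100% = JAK Inhibitor I control wells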
Ba/F3 V617F tox = reduce viability of Ba/F3 cells dependent on JAK2V617F. Ba/F3 EpoR-JAK2V617F viability, ATP luminescence. actives 1.1% (n = 220,000). inhibition, % at 5.6 µM;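 active = inhibition above the campaign mean plus 3 SD over all tested compounds, cut at about 24% in these data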;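 note: cytokine-independent growth of Ba/F3 cells driven by EpoR plus mutant JAK2; 0% = DMSO-treated cells and 100% = JAK inhibitor I control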
S1P4 agonist = agonists of human S1P4 receptor; S1P4-expressing cell line, agonist reporter assay; AID 1509; actives 0.35% (n = 220,000); O95977; activation, % at 4.98 µM; in the data active = activation above about 11%;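 note: 0% = DMSO vehicle and 100% = reference agonist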
Target sequence (O95977 whole entry, looked up): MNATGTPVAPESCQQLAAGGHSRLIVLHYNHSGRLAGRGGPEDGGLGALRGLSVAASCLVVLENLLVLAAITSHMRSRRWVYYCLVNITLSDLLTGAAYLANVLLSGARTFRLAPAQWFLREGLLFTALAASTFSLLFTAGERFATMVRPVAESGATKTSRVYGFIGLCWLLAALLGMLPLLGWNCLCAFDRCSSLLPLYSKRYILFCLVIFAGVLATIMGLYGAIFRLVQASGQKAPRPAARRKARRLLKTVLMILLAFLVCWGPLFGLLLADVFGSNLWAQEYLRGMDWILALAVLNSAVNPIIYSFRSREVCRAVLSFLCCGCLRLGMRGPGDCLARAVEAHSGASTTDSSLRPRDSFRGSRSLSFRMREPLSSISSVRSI
NPY-Y2 PAM-ag = potentiators or agonists of human neuropeptide Y receptor Y2. P49146. cells expressing NPY-Y2, potentiator/agonist read-out. activation, % at 3.6 µM. actives 0.45% (n = 220,000); in the data active = activation above about 27%;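 note: cells stimulated with NPY near EC25 plus isoproterenol at EC100; 0% = vehicle plus submaximal agonist and 100% = vehicle plus saturating agonist; some results beyond the cut were filed as inactive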
Target sequence (P49146 whole entry, looked up): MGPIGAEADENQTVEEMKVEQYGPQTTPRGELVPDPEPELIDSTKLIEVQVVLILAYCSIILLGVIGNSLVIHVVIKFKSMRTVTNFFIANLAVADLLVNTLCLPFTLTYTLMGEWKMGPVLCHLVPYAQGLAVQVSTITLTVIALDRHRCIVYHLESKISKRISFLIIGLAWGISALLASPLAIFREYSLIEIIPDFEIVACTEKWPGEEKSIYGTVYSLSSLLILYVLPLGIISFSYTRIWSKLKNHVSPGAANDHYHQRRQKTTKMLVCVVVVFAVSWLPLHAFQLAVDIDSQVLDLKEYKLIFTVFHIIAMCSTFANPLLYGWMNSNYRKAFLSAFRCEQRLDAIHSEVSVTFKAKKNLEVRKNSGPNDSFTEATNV
S1P4 antag = human S1P4 receptor antagonism; O95977; S1P4-expressing cells, antagonist mode, reporter read-out; inhibition, % at 4.98 µM; actives 0.26% (n = 220,000); in the data active = inhibition above about 29%;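 note: 0% = wells stimulated with agonist and 100% = vehicle wells without agonist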
NPY1 pot ag = potentiates or activates human NPY-Y1 receptor | P25929 | NPY-Y1 expressing cells, potentiator/agonist activation | activation, % at 3.6 µM | actives 0.37% (n = 220,000) | AID 1304; in the data active = activation above about 33%, passing the limit was not always enough;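 note: cells stimulated with NPY at EC10 then isoproterenol at EC100; 0% = low agonist plus stimulus and 100% = saturating agonist plus stimulus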
* hit, by the source's call; . = no result given.

Value order – NPY Y1 blocker	Runt-CBFb FRET	RBBP9 inh	BaF3 parental	Ba/F3 V617F tox	S1P4 agonist	NPY-Y2 PAM-ag	S1P4 antag	NPY1 pot ag
CC(C)NC(=O)COc1ccc(S(=O)(=O)N2CCOCC2)cc1
    1	2	-8	3	1	-1.6	-15	-13	3
COc1ccc(C(=O)Nc2ccc3oc(-c4cccnc4)nc3c2)cc1OC
    6	2	-5	4	-1	0.5	-6	-10	7
Cc1ccc(/C=C2\OC(=O)c3ccccc32)cc1
    2	-2	-2	4	6	-2.1	-15	7	-8
C=CCn1c(SCC(=O)NC23CC4CC(CC(C4)C2)C3)nc(O)cc1=O
    -1	1	-6	5	-1	0.3	7	-14	2
Cn1c(N)c(C(=O)COC(=O)c2ccc(Cl)nc2)c(=O)n(C)c1=O
    4	0	-10	2	-1	-1.2	-12	6	-5
N#Cc1c(N)nc(SCC(=O)NC2CCCCC2)c(C#N)c1-c1ccc(Cl)cc1
    2	0	-3	2	-2	1.4	23	-1	-3
Cc1cccc(CCNC(=O)C2CCC(=O)N2Cc2ccc(F)cc2)c1 (configuration not stated)
    5	2	1	3	-1	0.7	-3	-9	5
COc1cc(-c2nnc(SCC(=O)Nc3cc(C)on3)n2C)cc(OC)c1O
    -7	0	-8	0	-3	1.0	20	-11	-3
C=COCCn1c(-c2nonc2N)nc2ccccc21
    11	-3	-4	1	0	-1.0	-2	7	-7
CC(C)c1ccc(NC(=O)N2CCC(c3nc4ccccc4o3)CC2)cc1
    -3	0	-3	1	-2	2.1	6	-1	-10

For reference, 2 of the compounds above:
Value order – NPY Y1 blocker	Runt-CBFb FRET	RBBP9 inh	BaF3 parental	Ba/F3 V617F tox	S1P4 agonist	NPY-Y2 PAM-ag	S1P4 antag	NPY1 pot ag
C=COCCn1c(-c2nonc2N)nc2ccccc21
    11	-3	-4	1	0	-1.0	-2	7	-7
CC(C)c1ccc(NC(=O)N2CCC(c3nc4ccccc4o3)CC2)cc1
    -3	0	-3	1	-2	2.1	6	-1	-10

Next part
Value order – NPY Y1 blocker	Runt-CBFb FRET	RBBP9 inh	BaF3 parental	Ba/F3 V617F tox	S1P4 agonist	NPY-Y2 PAM-ag	S1P4 antag	NPY1 pot ag
O=C(CN1CCCC1)NC(=O)NC1CCCC1
    -7	-2	-4	5	-1	0.8	-1	-3	10
Cc1cccc(C)c1NC(=O)c1ccc([N+](=O)[O-])s1
    -1	3	-2	4	-2	2.7	-16	-13	-6
CC(=O)c1c(C)[nH]c(C(=O)N(C)C(c2ccccc2)c2ccccc2)c1C
    -2	0	-5	7	0	-0.7	4	-4	5
COc1ccccc1CNC(=O)c1ccc(OCC2CCCO2)cc1 (configuration not stated)
    9	1	-2	6	4	-0.3	0	-15	11
O=C(CN1CCN(c2ccccc2O)CC1)Nc1ccc([N+](=O)[O-])cc1Br
    -1	1	-13	5	-2	0.3	7	-6	-19
O=C(C1=C[C@H](c2ccc3c(c2)OCO3)C[C@H](OCc2ccc(CO)cc2)O1)N1CCCCCCC1
    0	-1	-1	-2	-1	0.8	-28	1	1
COC(=O)C(CCSC)NC(=O)c1cc2c(n(-c3ccccc3)c1=O)CCCC2=O (configuration not stated)
    6	.	-3	6	2	1.2	-10	-7	-2
Cc1nn2c(-c3ccncc3)nnc2c2ccccc12
    -1	-1	0	5	-2	0.1	4	3	-5
COC(=O)CN1C(=O)C2(C(C#N)=C(N)Oc3c2c(C)nn3-c2ccccc2)c2ccccc21 (configuration not stated)
    0	1	-9	5	1	-0.9	0	-3	-3
Cc1ccc2nc(-c3ccc(N4C(=NC(=O)CCC(=O)O)SC5CS(=O)(=O)CC54)cc3)sc2c1 (configuration not stated)
    9	0	0	9	0	0.7	-12	-18	-38
COc1ccc(Nc2nnc(C)c(=O)[nH]2)cc1
    4	-2	3	7	2	-0.2	-14	-6	-15
c1ccc(-n2ncc3c(NCc4cccnc4)ncnc32)cc1
    -2	1	-9	6	-2	-2.3	15	7	-20
CCOC(=O)c1ccc(NC(=S)N(CCCN2CCCC2)Cc2cccs2)cc1
    -2	1	1	8	0	2.5	-2	-7	15
CSCCC(NC(N)=O)C(=O)Nc1cccc(S(=O)(=O)N2CCOCC2)c1 (configuration not stated)
    0	-1	-7	4	0	1.1	8	-4	12
CCCCCCN1N=C(C)C(C(=O)c2ccc(Cl)cc2)C1=O (configuration not stated)
    4	-3	0	2	1	1.5	2	-4	17
N[C@@H](Cc1ccccc1)c1nnc(SCc2ccccc2Cl)o1
    1	1	-4	6	0	0.0	9	-1	-12
CCCOc1ccc(CNCCCOCC)cc1OC
    1	-3	-2	8	0	-0.1	-11	-5	3
O=C(CCSCc1cccc(Cl)c1)NCCC1=CCCCC1
    3	-2	3	2	-4	-0.1	-9	-1	-23
CC(C)Cc1nnc(NC(=O)CCC(=O)Nc2ccccc2F)s1
    .	0	-1	-1	-4	0.2	-9	-9	5
O=C(N1CCCC1)n1c(Cc2ccccc2)nc2ccccc21
    3	1	6	8	3	-0.6	-9	0	5
O=C(c1cnn2c(C(F)(F)F)cc(-c3cccs3)nc12)N1CCN(C(c2ccccc2)c2ccccc2)CC1
    3	-16	3	3	-2	0.6	-1	-8	-4
Cc1ccc(C)c(N(CC(=O)N(C)C)S(C)(=O)=O)c1
    4	1	-6	3	3	1.6	-11	-2	-5
O=C(O)c1ccc(N=c2oc3cc(O)ccc3cc2C(=O)NCc2ccccc2)cc1
    0	4	-1	9	5	38*	-15	-37	-5
O=[N+]([O-])c1cccc(/C=C/c2ccncc2)c1
    .	2	-4	-2	-2	-0.3	-7	13	14
O=C1c2ccccc2-c2nc3ncnn3c(-c3ccccc3)c21
    -1	.	-6	2	-4	1.0	4	-10	-7
CN(C)S(=O)(=O)c1ccc(NC(=O)C2CCCN(C(=O)c3ccc(Cl)cc3)C2)cc1 (configuration not stated)
    3	-2	-10	9	3	3.1	-5	-5	11
Nc1c(C(=O)NCc2ccco2)sc2nc(N3CCOCC3)c3c(c12)CCCC3
    -4	11	-2	4	-5	-3.6	-20	-22	-13
CC1(C)CNC(=O)c2sc(N3CCOCC3)nc2C1
    -3	2	6	3	1	-0.8	22	3	5
Cc1ccc(-n2c3c(cc(C(=O)NCc4ccco4)c2=O)C(=O)CCC3)cc1
    4	0	-10	4	-1	0.8	3	-8	12
CC(=O)c1ccc(C(=O)N2CCCC(CCC(=O)N(C)CCc3ccccn3)C2)s1 (configuration not stated)
    -3	.	8	1	-3	0.7	7	-11	3
NC(=O)c1ccc(NC(=O)CSC2=Nc3ccccc3C3CC=NN23)cc1 (configuration not stated)
    1	1	2	3	-1	-3.0	-3	1	-13
Cc1nc2ccccc2c(=O)n1NC(=O)c1ccc([N+](=O)[O-])cc1
    -5	1	-5	7	3	0.5	-5	-10	-18
Cc1c(NC(=S)NC(=O)c2ccc(Br)o2)c(=O)n(-c2ccccc2)n1C
    -2	1	0	1	-1	1.7	16	6	-5
N=C1C(c2nc(-c3ccc(Cl)cc3)cs2)=C(O)CN1NC(=O)c1ccc(O)cc1
    .	-4	-13	-3	0	0.8	-9	-8	-2

Entries shown so far containing a halogen, in the order listed:
Value order – NPY Y1 blocker	Runt-CBFb FRET	RBBP9 inh	BaF3 parental	Ba/F3 V617F tox	S1P4 agonist	NPY-Y2 PAM-ag	S1P4 antag	NPY1 pot ag
Cn1c(N)c(C(=O)COC(=O)c2ccc(Cl)nc2)c(=O)n(C)c1=O
    4	0	-10	2	-1	-1.2	-12	6	-5
N#Cc1c(N)nc(SCC(=O)NC2CCCCC2)c(C#N)c1-c1ccc(Cl)cc1
    2	0	-3	2	-2	1.4	23	-1	-3
Cc1cccc(CCNC(=O)C2CCC(=O)N2Cc2ccc(F)cc2)c1 (configuration not stated)
    5	2	1	3	-1	0.7	-3	-9	5
O=C(CN1CCN(c2ccccc2O)CC1)Nc1ccc([N+](=O)[O-])cc1Br
    -1	1	-13	5	-2	0.3	7	-6	-19
CCCCCCN1N=C(C)C(C(=O)c2ccc(Cl)cc2)C1=O (configuration not stated)
    4	-3	0	2	1	1.5	2	-4	17
N[C@@H](Cc1ccccc1)c1nnc(SCc2ccccc2Cl)o1
    1	1	-4	6	0	0.0	9	-1	-12
O=C(CCSCc1cccc(Cl)c1)NCCC1=CCCCC1
    3	-2	3	2	-4	-0.1	-9	-1	-23
CC(C)Cc1nnc(NC(=O)CCC(=O)Nc2ccccc2F)s1
    .	0	-1	-1	-4	0.2	-9	-9	5
O=C(c1cnn2c(C(F)(F)F)cc(-c3cccs3)nc12)N1CCN(C(c2ccccc2)c2ccccc2)CC1
    3	-16	3	3	-2	0.6	-1	-8	-4
CN(C)S(=O)(=O)c1ccc(NC(=O)C2CCCN(C(=O)c3ccc(Cl)cc3)C2)cc1 (configuration not stated)
    3	-2	-10	9	3	3.1	-5	-5	11
Cc1c(NC(=S)NC(=O)c2ccc(Br)o2)c(=O)n(-c2ccccc2)n1C
    -2	1	0	1	-1	1.7	16	6	-5
N=C1C(c2nc(-c3ccc(Cl)cc3)cs2)=C(O)CN1NC(=O)c1ccc(O)cc1
    .	-4	-13	-3	0	0.8	-9	-8	-2

Compounds as they come. About 3.6% of those tested had a hit in this group.
